mIAP block = blocks mouse intestinal alkaline phosphatase. inhibition, % at 10 µM. purified mouse IAP, CDP-Star luminescence, 30 min. 330,000 compounds, 0.2% hits;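 active = inhibition of at least 40% at 10 µM in the primary screen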;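 also: plate controls were DMSO with enzyme for no effect and no enzyme wells for full effect; values of inactives mirror those of a sister screen read the other way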
A3G deaminase = blocks human APOBEC3G single-stranded DNA deamination; Q9HC16; recombinant A3G, ssDNA deamination FAM/TAMRA fluorescence; inhibition, % at 20 µM; 330,000 compounds, 0.28% hits;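 active = inhibition of at least 40% at 20 µM, with no more than 30% in the related APOBEC3A deaminase screen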;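 also: plate controls were DMSO wells with A3G for no effect and wells lacking A3G enzyme for full effect; some compounds called inactive have numbers as strong as hits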
Target sequence (Q9HC16 whole entry, looked up): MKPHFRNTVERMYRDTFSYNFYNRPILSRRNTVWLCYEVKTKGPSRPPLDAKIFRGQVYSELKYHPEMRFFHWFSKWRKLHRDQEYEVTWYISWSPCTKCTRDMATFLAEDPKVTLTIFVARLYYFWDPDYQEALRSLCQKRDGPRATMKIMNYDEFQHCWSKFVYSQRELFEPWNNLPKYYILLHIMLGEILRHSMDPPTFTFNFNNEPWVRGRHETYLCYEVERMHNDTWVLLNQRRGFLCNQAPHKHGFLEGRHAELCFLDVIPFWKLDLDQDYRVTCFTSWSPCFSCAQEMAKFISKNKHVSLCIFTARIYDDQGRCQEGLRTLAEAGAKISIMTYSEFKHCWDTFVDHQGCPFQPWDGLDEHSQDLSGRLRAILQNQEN
A3A deaminase = human APOBEC3A DNA deaminase inhibition. P31941. recombinant A3A, FAM/TAMRA ssDNA deamination fluorescence. inhibition, % at 20 µM. 330,000 compounds, 0.41% hits;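 active = at least 40% inhibition at 20 µM here, with at most 30% in a related deaminase screen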;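 also: plate controls were A3A with DMSO for no effect and wells lacking A3A enzyme for full effect; some results filed as inactive read as strong as hits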
beta cell repl = MIN6 beta-cell proliferation induction | MIN6 cells proliferation, ATPlite luminescence, 48 h; cells starved in 0.2% serum; 100% = growth in 10% serum | proliferation, % at 10 µM | 330,000 compounds, 0.29% hits;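 active = compounds whose signal lies at least 3.5 SD above the mean of all wells on their plate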;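 also: 0% = DMSO-treated cells in low-serum medium and 100% = 10% serum control; some compounds called inactive have numbers as strong as hits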
mIAP activ = increases mouse intestinal alkaline phosphatase activity; muIAP, CDP-Star luminescence, 30 min; hits give high values; 1 = vehicle-only enzyme signal, 0 = enzyme-free wells; activation factor at 10 µM; 330,000 compounds, 0.24% hits; AID 2805;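 active = activation factor of at least 2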; also: the source names both 10 and 20 µM as test concentration; values of inactives mirror those of a sister screen read the other way
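Assay system: mouse IAP enzyme; Reagent: CDP-Star chemiluminescent phosphatase substrate; Compound: DMSO-dissolved test compounds; Incubation: 30 min, room temperature; Technique: luminescence from enzymatic CDP-Star hydrolysis; Controls: DMSO-only wells and no-enzyme negative control.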
hIAP block = human IAP inhibition | AID 2544 | purified IAP, CDP-Star luminescence, 30 min | 330,000 compounds, 0.12% hits | inhibition, % at 10 µM | P09923;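 active = inhibition reaching a set limit with compound at 10 µM in the primary screen, cut at about 35% in these data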;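 also: plate controls were DMSO wells with enzyme for no effect and no-enzyme buffer wells for full effect; values of inactives mirror those of a sister screen read the other way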
Target sequence (P09923 whole entry, looked up): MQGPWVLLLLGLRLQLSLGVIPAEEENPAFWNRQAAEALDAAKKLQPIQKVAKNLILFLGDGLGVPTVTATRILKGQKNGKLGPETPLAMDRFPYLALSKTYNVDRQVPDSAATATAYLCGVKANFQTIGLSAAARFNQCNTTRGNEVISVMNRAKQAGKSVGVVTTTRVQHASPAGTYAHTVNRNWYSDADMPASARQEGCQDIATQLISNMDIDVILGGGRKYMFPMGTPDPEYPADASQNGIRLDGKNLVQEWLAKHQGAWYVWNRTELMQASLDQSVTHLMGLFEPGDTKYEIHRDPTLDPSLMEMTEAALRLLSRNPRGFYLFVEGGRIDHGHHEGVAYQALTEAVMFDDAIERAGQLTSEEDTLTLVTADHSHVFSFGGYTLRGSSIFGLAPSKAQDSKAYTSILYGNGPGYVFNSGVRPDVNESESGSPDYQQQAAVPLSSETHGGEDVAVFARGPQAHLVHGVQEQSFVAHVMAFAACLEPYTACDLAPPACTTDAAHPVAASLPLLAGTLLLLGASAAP
tim10-1 inh = tim10-1 yeast growth inhibition; 330,000 compounds, 2.2% hits; AID 463190; S. cerevisiae tim10-1 ts strain growth, BacTiter-Glo, 24 h; inhibition, % at 20 µM;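 active = inhibition of at least 40%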;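 also: mutant grown at 25 °C; 0% = DMSO wells with yeast and 100% = wells holding no yeast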
TIM10 inh = TIM10 yeast growth inhibition | S. cerevisiae TIM10 strain growth, BacTiter-Glo luminescence, 24 h | inhibition, % at 10 µM | 330,000 compounds, 1.4% hits;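 active = inhibition of 40% or more at the single tested concentration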;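 also: wild-type TIM10 isogenic control strain grown at permissive 25 °C; 0% = DMSO yeast wells and 100% = minimal medium wells without yeast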
NLRP3 yeast inh = blocks the NALP3 inflammasome reconstituted in yeast; Yeast reconstituted NLRP3/ASC/caspase-1, beta-gal luminescence, 24 h; inhibition, % at 10 µM; 330,000 compounds, 0.39% hits;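 active = inhibition of 50% or more; inactive = inhibition below 50%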;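 also: plate controls were induced DMSO wells for no effect and uninduced yeast grown without galactose for full effect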
Starred values were filed as active, the others as inactive.

SMILES	mIAP block	A3G deaminase	A3A deaminase	beta cell repl	mIAP activ	hIAP block	tim10-1 inh	TIM10 inh	NLRP3 yeast inh
C[C@@H]1CCC2[C@](C)(CO)[C@@H](O)CC[C@]2(C)[C@@]12CC[C@@](CO)(CC(=O)O)O2 (stereo not given in full)	-1	-11	-2	-3	1	-7	9	13	5
Cc1nnc2sc(SCC(=O)N3CCC(C)CC3)nn2c1=O	-2	3	3	0	1	10	3	-4	3
O=C(NCCC1=CCCCC1)c1ccc(-n2cncn2)cc1	-8	-4	-2	-3	1.1	0	-9	10	28
O=C(CN(Cc1ccco1)C(=O)Cn1nnc(-c2cccs2)n1)NCc1ccccc1	-9	-4	-1	-3	1.1	-5	16	14	9
CCOc1ncccc1C(=O)Nc1ccc(F)c(Cl)c1	17	-6	1	2	0.83	12	13	1	11
CC(C)C(NCC(=O)Nc1ccccc1C(=O)NC1CC1)c1ccccc1 (stereo not given)	-8	-2	6	-2	1.1	18	7	-10	6
O=C(NC1CCCCCC1)C1c2ccccc2C(=O)N1Cc1ccco1 (stereo not given)	2	-5	-10	-2	0.98	21	16	-7	-9
COc1ccc(CNC(=O)C2CCN(C(=O)c3cccc(Cl)c3)CC2)cc1	4	-8	-4	0	0.96	-8	-14	-3	3
CCc1nc2cc3sc(CC)nc3cc2s1	10	-9	2	-3	0.9	13	14	8	40
CC(=O)N/C(=C/c1ccc(Cl)cc1)C(=O)NCCc1c[nH]c2ccccc12	5	-3	-3	-1	0.95	-26	-5	-10	-7
CN(C1CCCCC1)S(=O)(=O)c1ccc(=S)[nH]c1	2	-3	-2	-8	0.98	-9	25	19	18
Cc1nc2sccn2c1-c1csc(NCc2ccccc2)n1	-11	-10	-5	-4	1.1	4	37	28	12
CCN1C(=O)[C@H]2[C@@H](c3ccc(-c4ccc5c(c4)OCO5)c(OC)c3)N[C@@](C)(C(=O)OC)[C@H]2C1=O	4	-4	-3	-2	0.96	2	9	9	8
CC1(C)Cc2cccc(C(=O)NC3CCN(Cc4ccccc4)CC3)c2O1	0	-2	-1	3	1	-8	6	8	0
C#CCOCCOCCOCCNc1nc(N2CCOCC2)nc(N2CCN(C(=O)[C@H]([C@@H](C)CC)n3cc(CCCCN)nn3)CC2)n1	1	1	2	0	0.99	-10	-3	0	17
CNCC/C=C1/c2ccccc2CSc2ccccc21	3	-6	-3	-3	0.97	-4	17	11	10
O=[N+]([O-])c1ccc(-n2cccc2/C=N/Nc2nc(N3CCCCC3)nc(N3CCCCC3)n2)cc1	15	-6	-1	-5	0.85	3	-11	2	1
CN(C)CCCNC(=S)Nc1ccc(Br)cc1	-12	6	-9	0	1.1	-13	11	-9	12
CCCn1c(C(C)Nc2nc(-c3ccc(OC)cc3)cs2)nc2ccccc21 (stereo not given)	11	-4	-5	-5	0.89	18	39	25	17
O=C(O)CCCC(=O)Nc1cccc(-c2nc3ccccc3[nH]2)c1	5	-9	-2	-3	0.95	4	6	8	-3
C#CCOCCOCCOCCNc1nc(N2CCN(C(=O)[C@H](CC(N)=O)n3cc([C@@H](N)CC(N)=O)nn3)CC2)nc(N2CCN(C(=O)[C@H](CC(N)=O)n3cc([C@@H](N)CC(N)=O)nn3)CC2)n1	-2	-9	-3	-4	1	-1	21	5	-3
CC(C)(C)NC(=O)c1ccc(COCC(F)(F)F)o1	-2	0	0	-4	1	-3	-9	-7	5
CC(C)c1ccc(C2=NN(c3ccccc3)C(=O)CC2)cc1	2	-3	1	-2	0.98	-3	33	24	14
O=C(Cn1cc(C(F)(F)F)ccc1=O)N/N=C/c1ccccc1	3	-4	3	-2	0.97	3	5	-10	-3
NNC(=O)CSc1ncc(-c2ccccc2)[nH]1	2	-7	3	1	0.98	-1	-8	0	3

New compounds follow:
SMILES	mIAP block	A3G deaminase	A3A deaminase	beta cell repl	mIAP activ	hIAP block	tim10-1 inh	TIM10 inh	NLRP3 yeast inh
O=C(c1ccco1)N1CCN(Cc2cc(=O)c(OCc3cccc(F)c3)co2)CC1	8	-7	-2	4	0.92	-2	5	4	-7
O=C(NCC1CCCO1)c1ccc(Br)o1 (stereo not given)	-4	2	-1	-1	1	-5	3	-7	-7
O=C(Nc1ccc(NC(=O)c2cccs2)cc1)c1ccc2c(c1)OCCO2	4	-7	-1	-1	0.96	-2	-43	-19	-8
CC1=CC(C)(C)Nc2ccc(OC(=O)CN3C(=O)CCC3=O)cc21	0	-6	-3	-4	0.99	-1	2	3	9
Cc1ccc(NC(=O)c2cc(-c3ccc(C)c(C)c3O)n[nH]2)cc1C	-21	-6	-1	-4	1.2	-54	-34	-19	1
N#CCC(=O)N/N=C\c1cccc(OC/C=C/c2ccccc2)c1	-1	-3	2	-3	1	10	22	12	2
Cc1ccc(C(=O)NCCC(=O)Nc2ccccc2C)cc1	-15	1	-6	1	1.1	-42	-6	9	-1
NS(=O)(=O)c1ccc(NC(=S)N2CCN(S(=O)(=O)c3ccc(F)cc3)CC2)cc1	1	-2	0	0	0.99	2	10	-1	9
CC(C)NC(=O)COC(=O)/C=C/c1ccc(F)cc1	-10	-8	-1	4	1.1	10	2	3	-11
Cc1ccc([N+](=O)[O-])cc1/C=N/Nc1nnnn1-c1ccccc1	0	-5	-1	0	0.99	10	-22	-21	26
CC(=O)Nc1nc(N2C(=O)c3ccccc3C2=O)n(-c2ccccc2)n1	0	-4	0	-1	1	-11	17	1	-18
Cc1cc(C)n(C2CC(=O)N(c3ccc(C)c(Cl)c3)C2=O)n1 (stereo not given)	-2	-6	-4	-1	1	-14	10	-2	21
Cc1ccccc1C(=O)Nc1ccc2c(c1)OCCO2	-1	2	-4	-4	1	-6	13	10	2
COc1ccc2cc(CN(C(=O)Nc3ccccc3OC)C3CCCC3)c(=O)[nH]c2c1	3	-3	-2	-1	0.97	-6	14	27	2
CCCCn1nnc(NC(=O)Cc2ccc(Cl)cc2)n1	-2	-4	-1	-3	1	-22	-6	-12	16
Cc1ccc(C2/C(=C(/O)c3cnn(-c4ccccc4)c3C)C(=O)C(=O)N2CCCN2CCOCC2)o1 (stereo not given)	-4	-10	-3	-4	1	-10	-1	-10	22
Cn1c(CCNC(=O)c2ccccc2F)nnc1SCc1nc2ccccc2c(=O)[nH]1	4	-9	-4	0	0.96	8	-13	1	11
O=C1NCCCN1Cc1ccc(Cl)cc1	-3	-7	0	-5	1	3	21	20	24
COc1ccccc1CC(=O)Nc1cccc(C)n1	-5	-4	2	-3	1.1	1	11	-10	2
CC1CC(C)CN(CCCNC(=O)CCNC(=O)Cn2cnc3ccccc3c2=O)C1 (stereo not given)	1	-10	-1	0	0.99	7	0	-12	0
CCn1c(N2CCN(S(=O)(=O)c3ccc(OC)cc3)CC2)nc2ccccc21	6	-9	-8	-1	0.94	2	-12	-12	11
CC(C)C(=O)Nc1ccc(NC(=O)CCc2ccccc2)cn1	-5	-2	1	0	1	-6	12	4	4

Rewritten with bars between the fields: part of the list above.
molecule | mIAP block | A3G deaminase | A3A deaminase | beta cell repl | mIAP activ | hIAP block | tim10-1 inh | TIM10 inh | NLRP3 yeast inh
CCCn1c(C(C)Nc2nc(-c3ccc(OC)cc3)cs2)nc2ccccc21 (stereo not given) | 11 | -4 | -5 | -5 | 0.89 | 18 | 39 | 25 | 17
O=C(O)CCCC(=O)Nc1cccc(-c2nc3ccccc3[nH]2)c1 | 5 | -9 | -2 | -3 | 0.95 | 4 | 6 | 8 | -3
C#CCOCCOCCOCCNc1nc(N2CCN(C(=O)[C@H](CC(N)=O)n3cc([C@@H](N)CC(N)=O)nn3)CC2)nc(N2CCN(C(=O)[C@H](CC(N)=O)n3cc([C@@H](N)CC(N)=O)nn3)CC2)n1 | -2 | -9 | -3 | -4 | 1 | -1 | 21 | 5 | -3
CC(C)(C)NC(=O)c1ccc(COCC(F)(F)F)o1 | -2 | 0 | 0 | -4 | 1 | -3 | -9 | -7 | 5
CC(C)c1ccc(C2=NN(c3ccccc3)C(=O)CC2)cc1 | 2 | -3 | 1 | -2 | 0.98 | -3 | 33 | 24 | 14
O=C(Cn1cc(C(F)(F)F)ccc1=O)N/N=C/c1ccccc1 | 3 | -4 | 3 | -2 | 0.97 | 3 | 5 | -10 | -3
NNC(=O)CSc1ncc(-c2ccccc2)[nH]1 | 2 | -7 | 3 | 1 | 0.98 | -1 | -8 | 0 | 3
O=C(c1ccco1)N1CCN(Cc2cc(=O)c(OCc3cccc(F)c3)co2)CC1 | 8 | -7 | -2 | 4 | 0.92 | -2 | 5 | 4 | -7
O=C(NCC1CCCO1)c1ccc(Br)o1 (stereo not given) | -4 | 2 | -1 | -1 | 1 | -5 | 3 | -7 | -7
O=C(Nc1ccc(NC(=O)c2cccs2)cc1)c1ccc2c(c1)OCCO2 | 4 | -7 | -1 | -1 | 0.96 | -2 | -43 | -19 | -8
CC1=CC(C)(C)Nc2ccc(OC(=O)CN3C(=O)CCC3=O)cc21 | 0 | -6 | -3 | -4 | 0.99 | -1 | 2 | 3 | 9
Cc1ccc(NC(=O)c2cc(-c3ccc(C)c(C)c3O)n[nH]2)cc1C | -21 | -6 | -1 | -4 | 1.2 | -54 | -34 | -19 | 1
N#CCC(=O)N/N=C\c1cccc(OC/C=C/c2ccccc2)c1 | -1 | -3 | 2 | -3 | 1 | 10 | 22 | 12 | 2
Cc1ccc(C(=O)NCCC(=O)Nc2ccccc2C)cc1 | -15 | 1 | -6 | 1 | 1.1 | -42 | -6 | 9 | -1
NS(=O)(=O)c1ccc(NC(=S)N2CCN(S(=O)(=O)c3ccc(F)cc3)CC2)cc1 | 1 | -2 | 0 | 0 | 0.99 | 2 | 10 | -1 | 9
CC(C)NC(=O)COC(=O)/C=C/c1ccc(F)cc1 | -10 | -8 | -1 | 4 | 1.1 | 10 | 2 | 3 | -11
Cc1ccc([N+](=O)[O-])cc1/C=N/Nc1nnnn1-c1ccccc1 | 0 | -5 | -1 | 0 | 0.99 | 10 | -22 | -21 | 26
CC(=O)Nc1nc(N2C(=O)c3ccccc3C2=O)n(-c2ccccc2)n1 | 0 | -4 | 0 | -1 | 1 | -11 | 17 | 1 | -18
Cc1cc(C)n(C2CC(=O)N(c3ccc(C)c(Cl)c3)C2=O)n1 (stereo not given) | -2 | -6 | -4 | -1 | 1 | -14 | 10 | -2 | 21

Bioassay records from PubChem.
